# Shn3 3UTR inh = inhibitors of Schnurri-3 3'UTR reporter in osteoblasts | 360,000 tested, 0.52% active | Clone20 osteoblast Shn3 3'UTR firefly luciferase, 24 h | inhibition, % at 12.5 µM | AID 588674;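 active means mean inhibition of at least 75% with every replicate also reaching 75%; inconclusive means mean inhibition at least 75% but some replicate below; inactive means mean inhibition below 75%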;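 further: 0% = median of neutral control wells and 100% = pilot-screen positive control compound; some compounds past the cut are filed as inactive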
# NR2E3 ag-1 = activates human NR2E3 receptor. Q9Y5X4. CHO-S Gal4-NCOR/VP16-NR2E3 two-hybrid, luciferase. inhibition of corepressor binding, % at 3.98 µM. 360,000 tested, 0.35% active. AID 602229;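 active means inhibition above the mean of all tested compounds plus 3 SD, cut at about 70% in these data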;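 further: 0% = DMSO with NR2E3 transfected cells and 100% = cells lacking NR2E3 construct; higher means lower luciferase signal from less NR2E3 corepressor binding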
# Target sequence (Q9Y5X4 whole entry, looked up, the tested form may be a part): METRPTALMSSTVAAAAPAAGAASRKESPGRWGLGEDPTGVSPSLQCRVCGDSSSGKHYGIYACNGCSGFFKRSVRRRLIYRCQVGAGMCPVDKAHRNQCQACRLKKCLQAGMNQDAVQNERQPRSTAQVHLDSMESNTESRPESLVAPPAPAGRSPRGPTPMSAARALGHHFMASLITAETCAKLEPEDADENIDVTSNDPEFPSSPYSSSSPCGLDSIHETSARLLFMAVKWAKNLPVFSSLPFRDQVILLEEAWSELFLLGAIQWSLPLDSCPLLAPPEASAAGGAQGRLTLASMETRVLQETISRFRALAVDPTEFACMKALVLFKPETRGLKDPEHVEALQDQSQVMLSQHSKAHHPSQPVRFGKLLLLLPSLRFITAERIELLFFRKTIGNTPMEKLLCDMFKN
# HIF-2a inh = blocks HIF-2a reporter activity. inhibition, % at 18.8 µM. 786-0 RCC cells HIF-2a reporter, luciferase luminescence, overnight. 360,000 tested, 0.72% active;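 active means inhibition of the luminescence signal of 40% or more relative to plate controls, in a single-dose primary screen at 18.75 µM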
# C8 TRAIL sens = caspase-8 TRAIL sensitization; AID 624354; NB7+C8 cells + TRAIL, ATPlite viability luminescence; 360,000 tested, 1% active; inhibition (viability loss, TRAIL sensitization), % at 10 µM;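 active means compounds causing at least 50% loss of cell viability in the single-dose screen, relative to plate controls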
# NR2E3 ag-2 = agonists of human nuclear receptor NR2E3. Q9Y5X4. GST-NR2E3/biotin-RetCOR TR-FRET, 1536-well. inhibition of corepressor binding, % at 4.78 µM. 320,000 tested, 0.12% active. AID 2300;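 active means percent inhibition above the cutoff of mean plus 3 SD of all tested compounds, set per screening campaign, cut at about 20% in these data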;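 further: 0% = DMSO wells and 100% = biotin wells as full block of FRET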
#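 Material: NR2E3–RetCOR corepressor complex / Amount: 1.35 nM GST-NR2E3 / Medium: Tris pH 7.5 / Compound: single nominal compound dose of 4.8 µM / Incubation: 5 h at 4 °C / Technique: TR-FRET, Eu(K)-anti-GST donor, streptavidin-D2 acceptor, ex 340, em 617/671 nm / Read-out basis: percent loss of FRET ratio relative to control wells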
# EBV LMP1 NFkB = inhibitors of Epstein-Barr LMP1-induced NF-kappaB reporter | LMP1-induced NF-kappaB luciferase reporter cells, luminescence | 350,000 tested, 0.69% active | inhibition, % at 12.5 µM; in the data active means inhibition above about 41%; inconclusive means no clear call, values can overlap the other calls;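 further: 0% = neutral control wells and 100% = reference inhibitor control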
# KKLEB cytotox = CF airway cell cytotoxicity counter-screen; KKLEB CF airway cells viability, ATPlite luminescence, overnight; hits give low values; cells stimulated with P. aeruginosa culture filtrate; activity change (cytotoxicity), % at 5 µM; 360,000 tested, 0.36% active;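 active means corrected activity change at or below -50% at 5 µM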
# TRPM1 prom inh = MITF TRPM1 promoter inhibition in SK-MEL-5 cells; inhibition, % at 12.5 µM; 330,000 tested, 0.83% active; SK-MEL-5 TRPM1 promoter luciferase, 24 h; AID 488899;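 active means mean inhibition across replicates of 60% or more, whatever share of single replicates reaches that level; inconclusive means some that reach 60%, reason not given; inactive means mean inhibition across replicates below 60%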; further: values of inactives mirror those of a sister screen read the other way
# hiPSC survival = increases survival of single human iPS cells | hiPSC single-cell survival, ATPlite luminescence; 100% = ROCK inhibitor wells, 0% = DMSO | survival enhancement, % at 20 µM | 360,000 tested, 0.044% active | AID 602274; in the data active means survival enhancement above about 18%;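 further: cells exposed to compounds for 16 hours before the ATP read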
# CF NFkB inh = cystic fibrosis NF-kB activation inhibition. 360,000 tested, 0.86% active. inhibition, % at 5 µM. KKLEB NF-kB-GFP reporter, PAF-induced, GFP fluorescence overnight. AID 588850;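 active means at least 50% inhibition at 5 µM, scaled per plate between neutral and stimulator controls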;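 further: PAF is a Pseudomonas aeruginosa culture filtrate used as stimulus; plate controls were PAF-stimulated DMSO wells for no effect and unstimulated DMSO wells for full effect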
# Peg3 prom inh = reduces Peg3 promoter-driven luciferase expression in HeLa; HeLa PEG-Prom luciferase reporter, luminescence, overnight; inhibition, % at 20 µM; 360,000 tested, 1.7% active;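 active means inhibition of at least 50% at 20 µM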
# Numbers without * were called inactive; ? = inconclusive; . = no result given.
SMILES,Shn3 3UTR inh,NR2E3 ag-1,HIF-2a inh,C8 TRAIL sens,NR2E3 ag-2,EBV LMP1 NFkB,KKLEB cytotox,TRPM1 prom inh,hiPSC survival,CF NFkB inh,Peg3 prom inh
CCOC(=O)CS(=O)(=O)c1nc(-c2ccc(F)cc2)cc(C(F)(F)F)n1,97*,-14,93*,-3,-1,69*,-44,99*,-6.8,85*,100*
Cc1ccccc1OCCSc1nnc(-c2cccnc2)n1N,-16,-1,-10,1,5,-3,-13,7,-0.6,15,0
CCOC(=O)c1c(C)[nH]c(C(=O)COC(=O)C23CC4CC(CC(Cl)(C4)C2)C3)c1C,12,-7,-25,15,-1,-4,-14,-24,-1.1,12,-17
CCC(C)c1ccc(OCC(=O)Nc2ccc3[nH]c(=O)[nH]c3c2)cc1 (stereo unspecified),-5,-23,8,-7,2,1,5,2,0.1,1,-17
NC(=O)NCc1cccnc1,-6,-9,14,-7,4,-6,8,-6,0.9,0,0
COc1cc(/C=N/NC(=S)Nc2cccnc2)cc(OC)c1O,5,-12,0,-1,1,6,8,-5,5.4,-21,-6
O=C(NNS(=O)(=O)c1ccccc1)c1cccs1,-16,-2,16,2,2,-1,9,-9,-0.8,9,6
Cn1c(-c2cccc(Br)c2)cnc1NCc1cccnc1,5,-32,13,13,-1,-9,9,9,5.2,4,9
CN=C1S/C(=C\c2ccc(OCC(=O)OC)c(OC)c2)C(=O)N1C,-13,-15,19,14,-1,2,-2,-1,0.4,12,-3
COC(=O)c1c[nH]c(=S)n1Cc1ccccc1,6,-9,6,-3,.,-8,4,1,-0.9,19,-7
Cc1c(C(=O)N2CCN(S(=O)(=O)c3ccc(F)cc3)CC2)oc2ccccc12,11,-37,4,-9,2,-6,-1,-5,0.1,26,13
O=C(COc1cccc2c1CCNC2=O)Nc1cccc(C(F)(F)F)c1,9,7,-38,25,-2,8,0,2,-0.5,2,-29
O=C(Nc1cccc(F)c1)c1ccc(S(=O)(=O)N2CCCC2)cc1,-6,-5,-25,-1,-1,-38,0,-14,0.1,-32,3
CC(=O)c1ccc(NC(=O)CO/N=C(\C)c2cccs2)cc1,3,-5,-49,-3,1,-9,-4,1,0.8,-8,-41
CCCN(CC(=O)Nc1ccc(Cl)cc1Cl)C(=O)c1ccc(=O)[nH]c1,5,2,12,6,2,-5,7,8,0.0,-2,5
O=S1(=O)CC(N2CCCC2)CN1CCc1ccccc1 (stereo unspecified),-3,-5,2,-1,.,.,11,.,-0.7,-23,-9
Nc1nc(-c2ccccc2)c(-c2ccccc2)s1,0,-25,9,-4,-1,-18,-9,8,12,18,11
CCS(=O)(=O)N1CCC2(CC1)OCCN2S(=O)(=O)c1ccc(C)cc1,-35,-22,4,3,-1,-3,4,-4,0.2,3,1
Cc1ccc(S(=O)(=O)NC(C)(C)CSc2nnc(N)s2)cc1,-4,-6,9,-4,1,12,8,7,-1.6,-3,6
CC(CN1CCCCC1)NC(=O)c1cccs1 (stereo unspecified),-7,-4,13,-3,-1,-33,2,-14,1.2,-23,9
CN(c1ccc(C(=O)NCC2CCCO2)cc1)S(C)(=O)=O (stereo unspecified),-1,4,-30,8,0,-8,0,-7,-1.1,4,-7
Cc1cc(C(=O)Nc2ncn[nH]2)ccc1[N+](=O)[O-],-7,-3,-16,3,0,-8,10,-24,3.4,-36,-9
Cc1cc(N2CCOCC2)nc2ccc(NC(=O)CCC(=O)N3CCC(C)CC3)cc12,-9,-24,-50,-20,3,-13,7,-37,-1.5,-7,-81
Cn1c(C(=O)OC(C(=O)NC2CCCCC2)c2ccccn2)cc2sccc21 (stereo unspecified),5,-11,15,-1,5,10,-2,-4,1.0,-3,10

# Rewritten with values under each structure: three of the compounds above
# Below each SMILES – Shn3 3UTR inh	NR2E3 ag-1	HIF-2a inh	C8 TRAIL sens	NR2E3 ag-2	EBV LMP1 NFkB	KKLEB cytotox	TRPM1 prom inh	hiPSC survival	CF NFkB inh	Peg3 prom inh
CCCN(CC(=O)Nc1ccc(Cl)cc1Cl)C(=O)c1ccc(=O)[nH]c1
    5	2	12	6	2	-5	7	8	0.0	-2	5
O=S1(=O)CC(N2CCCC2)CN1CCc1ccccc1 (stereo unspecified)
    -3	-5	2	-1	.	.	11	.	-0.7	-23	-9
Nc1nc(-c2ccccc2)c(-c2ccccc2)s1
    0	-25	9	-4	-1	-18	-9	8	12	18	11

# Continued:
SMILES,Shn3 3UTR inh,NR2E3 ag-1,HIF-2a inh,C8 TRAIL sens,NR2E3 ag-2,EBV LMP1 NFkB,KKLEB cytotox,TRPM1 prom inh,hiPSC survival,CF NFkB inh,Peg3 prom inh
Cc1cc(NC(=O)Cc2ccccc2)no1,-39,19,11,-2,3,-7,3,5,-0.8,5,10
O=C(c1ccc(F)cc1)N(NC(=O)C(O)(c1ccccc1)c1ccccc1)c1ccccc1,9,-20,16,9,-1,4,12,10,-0.2,-23,26
CC(O)(c1ccc(F)c(F)c1)c1nc(-c2cc(F)cc(F)c2)cs1 (stereo unspecified),29,-11,-1,8,.,.,12,.,-1.2,-12,16
Cc1nc(CS(=O)(=O)c2ccccn2)sc1C(=O)NNC(=O)c1ccc(Cl)cc1,6,-26,-4,16,-1,-5,10,5,-0.5,7,-4
COc1cc(/C=N/N(C)C2=NS(=O)(=O)c3ccccc32)cc(OC)c1OC,-3,12,22,7,4,35,6,-9,0.1,-21,16
CCOC(=O)c1c(N)sn(-c2ccccc2C)c1=S,21,0,-8,6,-2,1,-31,3,5.8,13,-16
O=C(CN1C(=O)CSC1=O)Nc1ccc(N2CCOCC2)cc1,-4,-12,8,15,4,2,4,7,2.6,-2,-2
O=C(Cn1cc(C(F)(F)F)ccc1=O)NC1CCCC1,-99,-14,-8,-4,5,-3,6,3,0.2,-11,2
O=S(=O)(c1cccs1)N1CCN(c2ccccn2)CC1,-13,16,9,-12,8,1,-3,-1,2.6,-13,11
Cc1ccc(S(=O)(=O)N/N=C/c2ccc(O)c(O)c2)cc1[N+](=O)[O-],-7,2,14,0,0,-3,4,3,2.7,-4,5
COc1ccc(S(=O)(=O)Nc2ccc3c(c2)[C@H]2C[C@H](CC(=O)NCC4CC4)O[C@@H](CO)[C@H]2O3)cc1,-4,-36,12,-7,.,-5,0,.,-0.4,2,2
OC(c1ccc(F)cc1)c1ncc(-c2cccc3ccccc23)[nH]1 (stereo unspecified),-6,-20,-42,-5,.,.,7,.,-1.8,-15,-6
CCOc1ccccc1-n1nnnc1SCC(=O)NC(=O)Cc1ccccc1,5,-24,9,-18,.,1,-7,5,-0.3,5,1
CC(C)OC(=O)CSc1nc(N)c(C#N)c(-c2ccco2)c1C#N,-3,-8,11,43,5,7,20,20,-0.2,-28,21
CN(C)CCCN=Cc1c(-c2ccccc2)[nH]n(-c2nc3ccccc3s2)c1=O,13,-31,19,14,2,-14,10,?,-2.5,-32,15
O=C(CN(C1CCCCC1)S(=O)(=O)c1ccc(Cl)cc1)NCc1cccnc1,-8,5,11,3,3,-7,-7,-8,-2.1,7,7
CCCC(C(=O)NC1CCCC1)N(Cc1ccccc1Cl)C(=O)c1snc(C(N)=O)c1N (stereo unspecified),-9,-15,21,-11,2,-7,3,-15,-0.1,4,21
Cc1c(CCC(=O)O)c(=O)oc2c(C)c(OCc3cc4c(cc3Cl)OCO4)ccc12,-21,-26,-7,-9,5,-8,-8,-4,-0.8,8,-27
CCOc1cc(-c2c(C)c(C)nc(N)c2C#N)ccc1O,8,-21,12,3,0,13,-16,7,2.5,13,14
CCn1cc(C(=O)NC(C)CCc2ccccc2)c(=O)c2cc(S(=O)(=O)N(C)C)ccc21 (stereo unspecified),11,21,12,-14,-2,5,-10,-2,-0.3,5,27
Cc1ccc(N2CC(C(=O)Nc3c4c(nn3C(C)(C)C)CS(=O)(=O)C4)CC2=O)cc1C (stereo unspecified),-17,-10,4,6,0,-7,-10,8,-0.4,25,13
CC(=O)N1c2ccc(S(=O)(=O)NCC3CCC(C(=O)NCc4ccc(C)o4)CC3)cc2CC1C (stereo unspecified),7,-25,9,1,-1,-2,-9,0,-0.3,12,16
COc1ccc2[nH]c3c(=O)n(CCN4CCOCC4)cnc3c2c1,-24,-3,-18,-17,0,0,-7,-2,-0.4,0,-20
O=c1oc2ccc(C#CC3(O)CCCCC3)cc2cc1-n1cc(-c2ccccn2)nn1,-3,10,36,-4,.,9,18,19,0.9,4,23
COc1cc(C(=O)Nc2sc(C(=O)N3CCOCC3)c(C)c2C#N)cc(OC)c1OC,-3,-6,4,-1,2,1,2,9,8.2,-6,0
CSCCC1NC(=O)N(CC(=O)N2N=C(c3ccc(Cl)cc3)CC2c2ccco2)C1=O (stereo unspecified),-12,11,-8,3,-7,7,-8,-2,0.0,24,21
COC1=CC(=O)[C@@]2([C@@H]1O)[C@@H](Cl)C[C@]13C(OC)=C(OC)C(=O)C[C@]21CCN3C,-16,-10,20,-21,.,5,23,8,1.2,9,13
O=C1SC(c2ccccc2)=N/C1=C/c1ccco1,-30,-31,-6,-8,1,-7,-7,-22,-1.1,7,17
O=C(Nc1ccccc1C(=O)NCCCN1CCOCC1)c1ccc(F)cc1F,-9,4,11,-4,0,4,0,10,-0.2,9,-10

# 5 of the compounds above, bar-delimited:
SMILES | Shn3 3UTR inh | NR2E3 ag-1 | HIF-2a inh | C8 TRAIL sens | NR2E3 ag-2 | EBV LMP1 NFkB | KKLEB cytotox | TRPM1 prom inh | hiPSC survival | CF NFkB inh | Peg3 prom inh
COc1cc(C(=O)Nc2sc(C(=O)N3CCOCC3)c(C)c2C#N)cc(OC)c1OC | -3 | -6 | 4 | -1 | 2 | 1 | 2 | 9 | 8.2 | -6 | 0
CSCCC1NC(=O)N(CC(=O)N2N=C(c3ccc(Cl)cc3)CC2c2ccco2)C1=O (stereo unspecified) | -12 | 11 | -8 | 3 | -7 | 7 | -8 | -2 | 0.0 | 24 | 21
COC1=CC(=O)[C@@]2([C@@H]1O)[C@@H](Cl)C[C@]13C(OC)=C(OC)C(=O)C[C@]21CCN3C | -16 | -10 | 20 | -21 | . | 5 | 23 | 8 | 1.2 | 9 | 13
O=C1SC(c2ccccc2)=N/C1=C/c1ccco1 | -30 | -31 | -6 | -8 | 1 | -7 | -7 | -22 | -1.1 | 7 | 17
O=C(Nc1ccccc1C(=O)NCCCN1CCOCC1)c1ccc(F)cc1F | -9 | 4 | 11 | -4 | 0 | 4 | 0 | 10 | -0.2 | 9 | -10

# Only part of the results is shown, so the mix of outcomes need not match the whole.
